From PubChem BioAssay
Tb PFK block: qHTS Assay to Find Inhibitors of T. brucei phosphofructokinase. T. brucei PFK, ADP-Glo luminescence. Potency, µM (highest dose often 57.5 µM), for the others: at the highest dose activity, negative = inhibition, actives largely listed as inhibitors. 0.17% of 330,000 active. AID 485367, 2010;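 further: potency means the concentration at half of the fitted maximal effect; 0% = uninhibited 1x PFK enzyme wells and -100% = no-enzyme wells; nearly all actives have a fitted effect of over 60% in size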
Target sequence (O15648 whole entry, looked up): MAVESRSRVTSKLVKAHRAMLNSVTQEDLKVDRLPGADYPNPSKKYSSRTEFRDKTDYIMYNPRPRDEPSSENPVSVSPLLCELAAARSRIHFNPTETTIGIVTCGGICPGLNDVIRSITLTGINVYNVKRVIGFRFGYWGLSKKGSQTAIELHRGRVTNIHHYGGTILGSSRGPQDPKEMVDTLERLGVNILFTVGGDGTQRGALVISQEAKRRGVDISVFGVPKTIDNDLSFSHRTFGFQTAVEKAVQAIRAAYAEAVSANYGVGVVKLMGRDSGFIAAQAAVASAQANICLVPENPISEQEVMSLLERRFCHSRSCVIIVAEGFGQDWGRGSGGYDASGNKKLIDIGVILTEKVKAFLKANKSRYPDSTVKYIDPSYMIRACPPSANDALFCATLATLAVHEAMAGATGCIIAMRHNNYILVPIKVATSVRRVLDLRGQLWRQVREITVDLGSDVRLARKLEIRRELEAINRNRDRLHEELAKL
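PFK 1.25 nM, F6P 0.5 mM, ATP 0.1 mM, 0.1 M TEA pH 8.0, 5 mM MgCl2, 0.01% Tween20, 0.1% BSA; 45 min RT. ADP-Glo readout. qHTS titration up to 57 uM; curves fitted, compounds curve-classed.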
Mito fusion yeast: qHTS Assay for Small Molecule Inhibitors of Mitochondrial Division or Activators of Mitochondrial Fusion; 0.23% of 320,000 active; Potency, µM (highest dose often 46.1 µM), for the others: top-dose growth rescue (activation), usual class: activators; S. cerevisiae fusion-defective mutant growth rescue, CellTiterGlo 48 h; AID 485298, 2010;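 further: potency means the concentration at half of the fitted maximal effect; % of control where 0% means no effect; nearly all actives have a fitted effect of over 45% in size; temperature-sensitive fusion mutants such as fzo1-1 at 37 °C on non-fermentable ethanol glycerol medium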
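Temperature-sensitive fusion-defective S. cerevisiae (e.g. fzo1-1, mgm1-5) were grown with compound in YPEG medium (3% ethanol, 3% glycerol) for 48 hours at 37C. Growth rescue was measured as viability by CellTiterGlo luminescence after 10 minutes at ambient.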
uPA generation: qHTS for Inhibitors of Cell Surface uPA Generation; cell surface uPA generation assay, qHTS; Potency, µM (doses to about 38.3 µM), for the others: at the top dose activity change, negative = inhibition, most hits filed as inhibitors; 0.31% of 330,000 active; AID 540303, 2011; active means well fitted inhibition curve with a large enough effect; inconclusive means small, poorly fitted or top-dose-only effect; inactive means no such curve, though single readings can be large or run the other way; tested in mouse RAW 264.7 cells; further: potency means the concentration at half of the fitted maximal effect; on the % scale 0 is the no-effect control and ±100 the full control effect; nearly all actives have a fitted effect of over 55% in size
TCR act: Activators of T cell receptors: qHTS campaign. primary human leukocytes, anti-CD3, IL-2 HTRF, 48 h. Potency, µM (highest dose often 9.22 µM), for the others: at the highest dose activation of IL-2 secretion, actives largely listed as activators. 330,000 tested, under 10 active. AID 504894, 2011; further: % of control where 0% means no effect
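Using a-CD3 beads without co-stimulation, primary human leukocytes were exposed to compounds for 48 hr. An HTRF IL-2 kit measured the cytokine, with europium-to-d2 energy transfer producing emission at 665nm upon 320nm excitation.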
Eya2 inh: qHTS Assay for Inhibitors of the Phosphatase Activity of Eya2; 0.006% of 330,000 active; AID 488837, 2010; recombinant Eya2, OMFP fluorescence dephosphorylation (OMFP is methylfluorescein phosphate); Protein phosphatase EYA2 (Homo sapiens), O00167; Potency, µM (top dose mostly 76.9 µM), without a hit: at the top dose activity, negative = inhibition, hits mostly inhibitors; further: potency means the concentration at half of the fitted maximal effect; on the % scale 0 is the no-effect control and ±100 the full control effect
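Eya2 (0.2 uM) preincubated 10 min at ambient with compound, then OMFP substrate added at 50 uM; 10 min reaction in 50 mM HEPES pH 7.5, 50 mM NaCl, 5 uM MgCl2, 0.05% BSA, 1 mM DTT. Fluorescence read at Ex 485/Em 525 nm.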
PTAP TSG101 blk: qHTS Assay for Iinhibitors of HIV-1 Budding by Blocking the Interaction of PTAP/TSG101; AID 493005, 2010; Fluorescence polarization, FITC-PTAP peptide / Tsg101 binding; Potency, µM (top dose mostly 115 µM), for inactives: top-dose activity change, negative = inhibition, usual class: inhibitors; Tumor susceptibility gene 101 protein (Homo sapiens), Q99816; 340,000 tested, under 10 active; active means well fitted inhibition curve with a large enough effect in the main read-out, with a control signal flat, not every such curve was filed as active; inconclusive means small, poorly fitted or top-dose-only effect, or effect the other way, or a change in a side signal; inactive means no such curve, though single readings can be large or run the other way; further: potency means the concentration at half of the fitted maximal effect; % of control where 0% means no effect
Target sequence (Q99816 whole entry, looked up): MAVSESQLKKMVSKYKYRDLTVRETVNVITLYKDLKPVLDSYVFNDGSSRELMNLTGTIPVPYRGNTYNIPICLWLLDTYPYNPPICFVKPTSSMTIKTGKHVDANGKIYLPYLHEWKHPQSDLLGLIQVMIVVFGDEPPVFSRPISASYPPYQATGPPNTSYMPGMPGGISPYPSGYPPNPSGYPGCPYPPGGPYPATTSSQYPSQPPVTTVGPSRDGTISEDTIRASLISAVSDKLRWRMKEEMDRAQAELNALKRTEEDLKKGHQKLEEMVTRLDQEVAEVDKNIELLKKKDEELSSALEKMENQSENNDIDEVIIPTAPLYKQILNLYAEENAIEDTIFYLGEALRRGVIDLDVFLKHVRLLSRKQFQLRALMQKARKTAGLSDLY
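Steps: Tsg101 binding domain dispensed (10 uM final), compounds pinned in DMSO, FITC-labeled PTAP-motif peptide added (50 nM final); after 20 min binding at room temperature, polarization measured.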
USP2a block: qHTS Assay for Inhibitors of Ubiquitin-specific Protease USP2a Using CHOP2 as the Reporter; USP2 core, Ub-CHOP2 coupled fluorogenic reporter, 485/531; Potency, µM (highest dose often 38.3 µM), without a hit: at the top dose activity change, negative = inhibition, actives largely listed as inhibitors; 0.01% of 330,000 active; AID 463254, 2010;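 further: potency means the concentration at half of the fitted maximal effect; plate controls were DMSO wells for no effect and full inhibition by NEM control for full effect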
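Cell-free coupled assay: 10nM USP2 core preincubated 30min RT with compound in Tris-HCl pH 8.0/CaCl2/CHAPS buffer, then 25nM Ub-CHOP2 and 25nM reporter substrate; fluorescence (Ex 485/Em 531) read after 60min RT, normalized to NEM inhibition, concentration-response curves fitted.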
TSHR antag: Antagonists of the Thyroid Stimulating Hormone Receptor: HTS campaign; activity change, negative = inhibition, % at 11.5 µM; TSHR-expressing cells, TSH-stimulated cAMP HTRF, 2 h; stronger effect = lower value; 0.2% of 330,000 active; Thyrotropin receptor (Homo sapiens), P16473;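 active means activity change below a set negative limit, meaning inhibition stronger than a set level, cut at about -70% in these data; inconclusive means activity change between two set negative limits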; further: on the % scale 0 is the no-effect control and ±100 the full control effect
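Competitive HTRF cAMP read-out (cryptate anti-cAMP antibody, cAMP-d2; 30 min, room temperature) in freshly harvested TSHR cells. Compounds added before TSH at EC80 (4nM final), followed by 2 hours' incubation at 37 deg C.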
ELG1 repair inh: qHTS screen for small molecules that inhibit ELG1-dependent DNA repair in human embryonic kidney (HEK293T) cells expressing luciferase-tagged ELG1. Potency, µM (doses to about 46.1 µM), without a hit: at the highest dose activity change, negative = inhibition, hits mostly inhibitors. HEK293T ELG1-luciferase reporter, luminescence, 16 h; DNA damage induced by 5-fluorouridine. 2.3% of 330,000 active; further: potency means the concentration at half of the fitted maximal effect; on the % scale 0 is the no-effect control and ±100 the full control effect; nearly all actives have a fitted effect of over 55% in size
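Quantitative HTS, concentration-response format. 2,000 cells/well co-treated with 5-fluorouridine and compound, 16 hr in 5% CO2 at 37 °C; ONE-Glo luminescence read after 30 min.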
BCR signal inh: qHTS Assay to Find Inhibitors of Chronic Active B-Cell Receptor Signaling; ABC-DLBCL IkBa-CBG/CBR reporter, luminescence ratio, 4 h; Potency, µM (doses to about 46.1 µM), for inactives: at the top dose ratio change, negative = lower green/red ratio, actives largely listed as inhibitors; 0.05% of 340,000 active; AID 493014, 2011; active means well fitted inhibition curve with a large enough effect in the signal ratio, with a control signal flat, not every such curve was filed as active; inconclusive means small, poorly fitted or top-dose-only effect, or effect the other way, or a change in a side signal; the % refers to the signal ratio;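 further: potency means the concentration at half of the fitted maximal effect; plate controls were basal doxycycline-induced cells for no effect and cells given 10 µM MG132 for full effect; MG132 reads +100%, hits lower the ratio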
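Compounds up to 46 uM were incubated four hours with TMD8 cells whose green CBG68 luciferase is fused to IkappaBalpha; red CBR luminescence normalised the signal, and concentration-effect curves were fitted to fusion, red and ratio data.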
B2AR arrestin: qHTS assay of beta-arrestin-biased ligands of beta2-adrenergic receptor | Beta-2 adrenergic receptor (Homo sapiens), P07550 | beta-arrestin recruitment to beta2AR, cell-based reporter | Potency, µM (titrated, usually from 46.1 µM), without a hit: top-dose activation, hits mostly activators | 0.02% of 330,000 active;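 further: potency means the concentration at half of the fitted maximal effect; 0% = DMSO controls and full agonism = EC100 isoproterenol or metaproterenol; nearly all actives have a fitted effect of over 65% in size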
Starred values were filed as active, the others as inactive; ? = inconclusive; · = not tested or not shown; [ ] = another dose, or the depositor's remark. Unless noted, the call rests on the fitted dose curve; in most records, active means well fitted curve in the direction sought with a large enough effect; inconclusive means small, poorly fitted or top-dose-only effect, or another doubt; inactive means no such curve, though single readings can be large; an effect the other way counts as inactive or inconclusive.

molecule,Tb PFK block,Mito fusion yeast,uPA generation,TCR act,Eya2 inh,PTAP TSG101 blk,USP2a block,TSHR antag,ELG1 repair inh,BCR signal inh,B2AR arrestin
COCc1cc(C)nc(SCc2nc3ccccc3c(=O)[nH]2)c1C#N,-6%,-6%,9%,2%,-5%,-2%,1%,-3,-15%,9%,-0.1%
Nc1nnc(SCC(=O)Nc2cccc(Cl)c2)s1,-17%,-5%,-1%,-2%,0%,3%,2%,46,?,0%,-0.1%
NC(=S)N/N=C/c1ccc(-c2cc(Cl)c(Cl)cc2Cl)o1,2%,-1%,-6%,-1%,-3%,1%,4%,-11,2%,?,6.7%
CC[C@]12c3[nH]c4cc(CCC(=O)N(C)C)ccc4c3CCN1C(=O)[C@@H](CC(=O)NCCN1CCOCC1)C[C@@H]2C(=O)N1CCN(C(=O)c2ccco2)CC1,1%,·,12%,-6%[46.1 µM],9%,-5%,1%,44,24%,?,-1.3%
Cc1ccc(S(=O)(=O)N(CC(=O)NCc2ccncc2)C2CCCCC2)cc1,-5%,-1%,-3%,-1%,-3%,-2%,-3%,6,0%,-1%,-0.9%
O=C(Nc1cccc(S(=O)(=O)N2CCOCC2)c1)c1ccc(Cl)c([N+](=O)[O-])c1,-26%,-2%,-6%,10%,-4%,-7%,3%,-3,6%,6%,-0.3%
Cc1ccc(CN2CCSc3ccc(C(=O)N4CCOCC4)cc32)cc1,0%,-2%,1%,-3%,-5%,0%,0%,-15,3%,6%,-0.3%
CCNc1nc(NC(C)C)nc(Nn2cnnc2)n1,5%,-3%,-4%,·,9%,-5%,-2%,8,16%,-4%,-0.3%
CCNC(=O)/C(=C/c1ccc2c(c1)OCO2)NC(=O)c1ccc(Br)cc1,15%,-2%,3%,11%,3%,-9%,2%,26,7%,0%,-0.2%
COc1ccccc1CNC(=O)c1ccc(OCC2CCCO2)cc1 (configuration not stated),0%,-3%,2%,-8%[46.1 µM],7%,-1%,0%,1,9%,-7%,-0.3%

One compound at a time, from the list above. Values in the order: Tb PFK block | Mito fusion yeast | uPA generation | TCR act | Eya2 inh | PTAP TSG101 blk | USP2a block | TSHR antag | ELG1 repair inh | BCR signal inh | B2AR arrestin
CCNc1nc(NC(C)C)nc(Nn2cnnc2)n1 as listed: 5% | -3% | -4% | · | 9% | -5% | -2% | 8 | 16% | -4% | -0.3%
COCc1cc(C)nc(SCc2nc3ccccc3c(=O)[nH]2)c1C#N as listed: -6% | -6% | 9% | 2% | -5% | -2% | 1% | -3 | -15% | 9% | -0.1%
Cc1ccc(S(=O)(=O)N(CC(=O)NCc2ccncc2)C2CCCCC2)cc1 as listed: -5% | -1% | -3% | -1% | -3% | -2% | -3% | 6 | 0% | -1% | -0.9%

Continued.
molecule,Tb PFK block,Mito fusion yeast,uPA generation,TCR act,Eya2 inh,PTAP TSG101 blk,USP2a block,TSHR antag,ELG1 repair inh,BCR signal inh,B2AR arrestin
O=S(=O)([N-]c1nc2ccccc2nc1-[n+]1ccccc1)c1ccc(Cl)cc1,0%,-3%,-8%,-9%,-3%,-10%,0%,2,-1%,?,5.4%
CCCCn1c(=N)n(CC(=O)O)c2ccccc21,-15%,-6%,2%,0%,0%,-8%,3%,10,2%,1%,-0.3%
CC(C)Cc1nnc(NC(=O)CSc2nc(O)c(Cc3ccccc3)c(=O)[nH]2)s1,-7%,-7%,-2%,2%,5%,0%,4%,4,1%,-2%,0.0%
CC(C(N)=O)N1c2cccc3cccc(c23)S1(=O)=O (configuration not stated),7%,-1%,-5%,-2%,10%,-5%,-1%,-13,2%,-8%,-0.9%
CCCCN(CC)C(=O)c1ccccc1Oc1ccccc1,-1%,7%,8%,3%[46.1 µM],-6%,-3%,-1%,8,13%,-2%,-0.3%
CCC(CC)NC(=O)c1cc(S(=O)(=O)N2CCCCC2)ccc1N1CCOCC1,7%,2%,-11%,·,-1%,-6%,-6%,7,?,6%,0.1%
CCCCCc1c(O)c2ccccc2[nH]c1=O,2%,6%,5%,-2%,-2%,-4%,0%,7,6%,0%,-0.5%
O=C(COC(=O)C1=COCCO1)NC(=O)c1ccc(OC(F)F)cc1,2%,-9%,1%,-3%,-12%,-3%,0%,-4,0%,-1%,-0.2%
Cc1ccc(C)c(N(CC(=O)NC2CCCCC2)C(=O)CNC(=O)c2ccco2)c1,4%,-4%,-5%,-2%,-2%,1%,3%,-6,0%,-5%,0.0%
CCOc1ccc(NC(=O)C(CC(=O)O)Cc2ccccc2)cc1 (configuration not stated),7%,-3%,4%,1%,8%,1%,0%,-8,8%,4%,0.5%
CCOc1cc(C#N)ccc1OCC(=O)N1CCN(C(=O)c2cccs2)CC1,-4%,2%,-26%,8%,11%,-4%,0%,4,6%,1%,-0.1%
CCOC(=O)C1CCCN(S(=O)(=O)c2ccc(S(=O)(=O)N3CCCC3)cc2)C1 (configuration not stated),1%,1%,3%,-4%,15%,-1%,2%,-30,0%,-7%,0.3%
CCC(C(=O)Nc1ccccc1)c1ccccc1 (configuration not stated),0%,1%,3%,10%[46.1 µM],-11%,-1%,0%,1,-3%,7%,-1.6%
COc1ccc(Cn2c3nc4ccccc4nc3c3c(=O)n(Cc4ccco4)c(C)nc32)cc1,3%,5%,·,·,-19%,·,0%,-6,-1%,24%,-0.2%
CC1Cc2ccccc2N1S(=O)(=O)c1c(N)n(C)c(=O)n(C)c1=O (configuration not stated),-9%,-10%,0%,3%,4%,-3%,4%,9,-4%,1%,0.1%
COc1ccc(C2C(C(C)=O)=C(O)C(=O)N2c2ccc(C)cc2)cc1 (configuration not stated),9%,2%,14%,-3%,16%,-1%,1%,0,?,?,0.3%
CSc1ccc(N2CCN(CCCNC(=O)Nc3ccccc3F)CC2)cc1,5%,-6%,2%,-5%,-38%,-3%,8%,20,-5%,-4%,0.1%
CCOC(=O)Cn1nc(C)n(-c2ccc(Br)cc2)c1=O,0%,4%,-4%,7%,5%,0%,0%,2,-20%,-5%,-0.6%
Cc1ccc(/C=C/C(=O)Nc2ccc(N(C)C)cc2)o1,0%,-1%,-3%,8%[46.1 µM],0%,-1%,1%,0,?,?,0.0%
O=C(c1ccccc1N1CCOCC1)N1CCCC(Nc2ccc(F)cc2)C1 (configuration not stated),1%,4%,2%,2%,-3%,-2%,2%,18,7%,4%,-0.1%
Oc1[nH]c2ccc(Br)cc2c1N=Nc1ccc(F)cc1,1%,-24%,9%,-11%,4%,?,29%,9,9%,2%,0.1%
N[C@@H](Cc1ccc(F)cc1)C(=O)O,·,3%,-2%,0%,-1%,1%,·,-10,·,·,·
COc1cccc(C(=O)Nc2ccc(S(=O)(=O)Nc3onc(C)c3C)cc2)c1,3%,-4%,-4%,·,27%,-9%,-1%,12,?,?,-2.5%
Cc1ccc(SCC(=O)Nc2ccc(F)cc2[N+](=O)[O-])cc1C,8%,9%,-9%,0%[46.1 µM],-2%,-8%,-2%,-8,1%,0%,0.1%
COc1ccc(Br)c2oc(SC)cc(=O)c12,3%,21%,-1%,7%,6%,-19%,-2%,14,2%,-8%,-3.1%
O=C(CSc1nccc(=O)[nH]1)c1cc2ccccc2o1,19%,2%,-14%,-2%,-1%,-4%,9%,-5,0%,?,-0.3%
